# FEN1 inh = human FEN1 inhibition; AID 588795; Recombinant FEN1 flap cleavage, fluorescence, 15 min; P39748; 390,000 tested, 0.35% active; Potency, µM (highest dose often 114 µM), inactives show at the top dose activity change, negative = inhibition, actives largely listed as inhibitors; note: nearly all actives have a fitted effect of over 65% in size
# Target sequence (P39748 whole entry, looked up): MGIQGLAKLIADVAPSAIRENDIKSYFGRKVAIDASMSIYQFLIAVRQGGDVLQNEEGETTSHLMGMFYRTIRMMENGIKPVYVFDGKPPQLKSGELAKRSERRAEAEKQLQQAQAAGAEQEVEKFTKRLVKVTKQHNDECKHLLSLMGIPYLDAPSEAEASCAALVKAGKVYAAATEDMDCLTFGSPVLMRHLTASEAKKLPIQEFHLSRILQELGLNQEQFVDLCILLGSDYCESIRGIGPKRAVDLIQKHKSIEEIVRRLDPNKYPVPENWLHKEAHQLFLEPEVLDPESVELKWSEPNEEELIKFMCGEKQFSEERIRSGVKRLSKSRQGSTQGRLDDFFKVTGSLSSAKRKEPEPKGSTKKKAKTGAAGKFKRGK
#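 Steps: FEN1 (10 nM) dispensed; compound added by pin tool; 15 min at room temperature; substrate added to 50 nM final; reads at 0 min and 15 min; data normalized and fitted (four-parameter Hill).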
# N370S GC = inhibits or activates N370S mutant glucocerebrosidase | N370S GC spleen homogenate, 4MU-glucoside fluorescence | 330,000 tested, 0.092% active | P04062 | Potency, µM (top dose mostly 59.4 µM), without a hit: top-dose activity change, negative = inhibition, most hits filed as inhibitors;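 note: 0% = full enzyme activity and -100% = no enzyme basal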
# GCN5L2 inh = inhibitors of human GCN5L2 histone acetyltransferase. Q92830. GCN5L2 HAT assay, ThioGlo1 CoA-SH fluorescence. Potency, µM (doses to about 58.9 µM), for the others: top-dose activity change, negative = inhibition, most hits filed as inhibitors. 390,000 tested, 0.21% active
#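 ThioGlo1-coupled HAT assay: 20nM GCN5L2, 70uM acetyl-CoA, 75uM H3(1-25) peptide, pH 7.5. Fluorescence read at 340/540nm at start and after 20 min at room temperature.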
# * marks the source's active call; other numbers are inactive results; ? = inconclusive; · = no result given; & = joins results of further samples; [ ] = dose if it differs, or a comment. Calls come from the whole dose curve; as a rule, active = well fitted curve in the direction sought with a large enough effect; inconclusive = small, poorly fitted or top-dose-only effect, or another doubt; inactive = no such curve, though single readings can be large; an effect the other way counts as inactive or inconclusive. Unless noted, % is set by controls: 0 for no effect and ±100 for the full control effect; potency is the fitted concentration of half-maximal effect.
nr | mol | GCN5L2 inh | N370S GC | FEN1 inh
1 | CC(C)c1ccc(NC(=O)c2cccc(NC3=NC4CS(=O)(=O)CC4S3)c2)cc1 (stereo not drawn) | -5% | -5% | 16%
2 | CCn1c(N2CCN(S(=O)(=O)c3ccc(OC)cc3)CC2)nc2ccccc21 | -2% | -5% | -2%
3 | N#Cc1nc(-c2cccs2)oc1N1CCOCC1 | -15% | 9% | 11%
4 | CSc1ccc(NS(=O)(=O)c2ccc(-n3cnnn3)cc2)cc1 | -16% | -13% | -3%
5 | CCN(CC)c1ccc(C(=O)N/N=C(\C)c2cccc(OC)c2)cc1 | -15% | 0% | -6%
6 | Cc1ccc2nc(Cl)c3nnnn3c2c1 | -1% | 14% | -2%
7 | Cc1occc1-c1nnc(SCC(=O)NC2(C#N)CCCC2)n1C | -4% | -17% | -2%
8 | Cc1c(NC(=O)c2cc(CC(C)C)on2)c(=O)n(-c2ccccc2)n1C | -9% | -2% | -13%
9 | Cc1cccc(NC(=O)CCNS(=O)(=O)c2cccc3nsnc23)c1C | 1%&-4% | -11% | 0%&-7%
10 | Cn1nc(Cc2n[nH]c(=S)n2C)c2ccccc2c1=O | -3% | -8% | -6%
11 | CCCCNS(=O)(=O)c1ccc(NS(=O)(=O)c2c(C)cc(C)cc2C)cc1 | -1%[0.501 µM] | -25% | -11%
12 | COc1ccc(C(=O)Oc2cc(-c3ccc4c(c3)OCO4)cc(=O)c3c(C)oc(C)c23)cc1 | -8% | · | 0%
13 | NS(=O)(=O)c1ccc(Nc2nc(-c3ccc(F)cc3)cs2)cc1 | 0% | -1% | -5%
14 | Cc1ccnc(SCC(=O)NC2CC2)n1 | -15% | -4% | 15%
15 | C=CCC(NCCCO)c1cccc(OC)c1OC (stereo not drawn) | -14% | -1% | -3%
16 | COc1ccc(NS(=O)(=O)c2cccc(C(=O)NC3CCN(Cc4ccccc4)CC3)c2)cc1 | -4% | -5% | -18%
17 | C/C=C(/C)C(=O)Nc1cccc(C2=NOC3(C2)C[C@@H](C(N)=O)N(C(=O)CCCCC)C3)c1 (stereo partly drawn) | -2% | 11% | -16%
18 | Cc1ccc(N(CC(=O)NCc2ccco2)C(=O)CCC(=O)Nc2ccccn2)c(C)c1 | -2% | -5% | 0%
19 | Cc1cc(S(N)(=O)=O)c(N)c(S(N)(=O)=O)c1 | 31%[activator] | -5% | -9%
20 | CC1(C)CC(=NOC(=O)c2ccccc2)CC(C)(C)N1 | 0% | -20% | 3%
21 | CC1CN(C(=O)CCC(=O)NCc2cccs2)c2cc(Cl)ccc2O1 (stereo not drawn) | -5% | · | ?
22 | NC(=O)C1CCN(CC(O)CSc2ccccc2)CC1 (stereo not drawn) | 0% | 14% | -12%
23 | COc1ccc(-c2nc3cnc(N4CCNCC4)nc3n(-c3ccc(OC)cc3)c2=O)cc1 | -17% | -8% | ·
24 | Cc1ccc(Nc2nc(N)nc(CSc3nc(C)cc(C)n3)n2)cc1 | · | 18% | -16%
25 | COc1ccc(C)cc1NC(=O)Nc1ccc(C(=O)N2CCCC2)cc1 | 0% | 0% | 8%
26 | Cn1cc(CCCC(=O)NCc2ccccc2)c2ccccc21 | -16% | 2% | -8%
27 | Cc1ccc(NC(=O)c2cc(S(=O)(=O)NCCC3=CCCCC3)ccc2F)cc1C | -16% | · | -5%
28 | CC(=O)N(C1=C(Cl)C(=O)c2ccccc2C1=O)C1CCCCC1 | 32µM* | -13% | ?
29 | O=S(=O)(c1ccc(Cl)c(NC(=S)Nc2cccc(O)c2)c1)N1CCOCC1 | 1% | -21% | -3%
30 | O=C1c2ccccc2C(=O)N1CCCCN(C(=O)c1ccc(Cl)s1)c1ccc(Cl)cc1 | -5% | 3% | 5%
31 | Cc1cc(N=Cc2c(O)ccc3cc(Br)ccc23)no1 | 1% | 6% | 2%
32 | Cn1nc([N+](=O)[O-])nc1Sc1nnnn1-c1cccc(C(=O)O)c1 | -5% | 2% | -12%
33 | C=CCn1c(OCc2ccccc2)n[nH]c1=S | -3% | 1% | -10%
34 | O=C(COC(=O)c1cc[n+]([O-])cc1)NCc1ccccc1Cl | -2% | 8% | 0%
35 | CCCCNC(=O)Cn1cnc2c(cnn2-c2ccc(C)c(C)c2)c1=O | -4% | 3% | -1%
36 | O=C1CC(NCc2ccco2)C(=O)N1CCc1ccccc1 (stereo not drawn) | -5% | 8% | 5%
37 | CC(C)(C)OC(=O)C[C@@H]1C/C=C\C[C@H](CC(=O)NCCO)C(=O)N[C@H](Cc2ccccc2)COC1=O | 2% | · | -7%
38 | Cc1csc2nc(O)c(C(=O)NCCCN3CCCC3=O)c(=O)n12 | -1% | 4% | 3%
39 | Cc1nnc(SCc2nc(-c3ccc(Cl)cc3)no2)n1-c1ccc(F)cc1 | -6% | · | -2%
40 | Cn1c(SCC(=O)NNC(=O)Cc2ccccc2)nnc1-c1ccc(Cl)cc1 | -1% | 19% | 2%
41 | C#CCOCCOCCOCCNc1nc(N2CCN(C(=O)[C@H]([C@@H](C)CC)n3cc([C@@H](N)CO)nn3)CC2)nc(N2CCN(C(=O)[C@H](CCCCN)n3cc([C@@H](N)CO)nn3)CC2)n1 | -8% | · | 16%
42 | Cc1ccc(CN(C(=O)COc2cccc(Cl)c2)c2ccccn2)o1 | -10% | · | -1%
43 | COc1ccc(-c2cc(C(=O)Nc3c(C(=O)c4ccc(Cl)cc4)oc4ccccc34)no2)cc1 | -3% | · | 1%
44 | O=C(NCc1ccccc1)c1ccc(F)c(F)c1 | -21% | 2% | 1%
45 | COCCn1c(SCC(=O)/C=C2\N(C)c3ccccc3C2(C)C)nnc1-c1ccncc1 | -3% | -11% | 12%
46 | COc1ccc(NC(=O)C(=O)NCC2CCCN2S(=O)(=O)c2ccc(C)cc2)cc1 (stereo not drawn) | -5% | -1% | -3%
47 | COc1cc(OC)c(NC(=O)NCc2ccc3c(c2)CCN3C(C)=O)cc1Cl | 0% | · | 5%
48 | CCn1ccnc1CN(C)Cc1nc(-c2ccccc2)no1 | -7% | -2% | -3%
49 | Cc1ccc(C)c(S(=O)(=O)ON2C(=O)c3ccccc3C2=O)c1 | 0% | 6% | -22%
50 | CC(=O)Nc1ccc(Nc2nc(-c3ccccc3)nc3ccccc23)cc1 | -14% | 6.3µM* | ?
51 | Cc1ccc(Cc2nc3ccccc3nc2SCC(=O)N2CCCc3ccccc32)cc1 | -4% | · | -2%
52 | Cc1c(C(=O)NC2CCCc3ccccc32)oc2ccc(S(=O)(=O)N3CCOCC3)cc12 (stereo not drawn) | 1% | -18% | 2%
53 | CCN(CCS(=O)(=O)c1ccc(Br)cc1)Cc1nc2ccccc2c(=O)[nH]1 | -4% | · | -15%
54 | COc1cccc(CN2CCC(C(=O)Nc3ccc(Oc4cccnc4)cc3)CC2)c1 | ? | 2% | -2%
55 | CC(C)c1ccc(Nc2nc3ccc(C(=O)c4ccccc4)cc3n3cnnc23)cc1 | -12% | · | 4%
56 | COc1ccc(/C=C2/C(=O)ON=C2C)cc1Br | -19% | -15% | -4%
57 | Cc1[nH]nc(N=CC2=C(O)CC(C)(C)CC2=O)c1-c1ccc(Cl)cc1 | ? | 11% | -7%&-5%
58 | CCC1CCc2sc(C(=O)N(C)CC(=O)Nc3cccc(OC)c3)cc2C1 (stereo not drawn) | -6% | · | -13%
59 | O=C(CSc1nnc(SCc2ccc(Cl)cc2)s1)N1CCN(C(=O)c2ccco2)CC1 | -1% | -3% | -7%
60 | Cc1[nH]c(C)c(S(=O)(=O)N(C)Cc2ccccc2)c1C(=O)N1CCCCC1 | -2% | 4% | -3%

# (listing goes on)
nr | mol | GCN5L2 inh | N370S GC | FEN1 inh
61 | CC(C)(C)c1ccc(OCC(=O)Nc2ccc(C(=O)OC3CCCCC3)cc2)cc1 | -6% | · | 5%
62 | Cc1ccc(N(C)S(=O)(=O)c2ccc(C)cc2)cc1 | -6% | 2% | -20%
63 | O=C(CSc1nnc(-c2ccc(F)cc2)c2ccccc12)NCC1CCCO1 (stereo not drawn) | -1% | -7% | -5%
64 | C/C(N)=C(/C#N)C(=O)COC(=O)CNS(=O)(=O)c1c(F)cccc1F | -12% | -3% | -1%
65 | O=C(O)CN1C(=O)/C(=C\c2cccc(OCc3ccccc3F)c2)SC1=S | -24% | ? | -10%
66 | Cc1cccc(NC(=O)c2c(C)nc3ccccn23)c1 | -4% | 4% | 1%
67 | CCOc1ccc(NC(=O)CCCCn2c(=O)[nH]c3ccsc3c2=O)cc1 | -2% | 17% | -17%
68 | COc1ccc(CCNC(=O)c2ccc3nc(N4CCCCC4)sc3c2)cc1OC | -5% | 0% | -12%
69 | COCCNC(=O)C(c1ccc(OC)cc1)N(CCOC)C(=O)CCC(=O)Nc1nccs1 (stereo not drawn) | -14% | -2% | 17%
70 | CCOC(=O)c1ccccc1NC(=O)c1cnn(-c2ccc(OC)cc2)c1C1CCN(C(=O)OC(C)(C)C)CC1 | 4% | · | 0%
71 | COC(=O)c1oc2ccc(OC)cc2c1N | -3% | 3% | 7%
72 | C/C(=N/OCO/N=C(\C)c1ccccc1F)c1ccccc1F | 0% | 23% | -2%
73 | O=C(c1ccc(Br)s1)N1CCN(c2ccccn2)CC1 | ? | -6% | 17%
74 | Cc1ccc2nc(-c3ccc(NC(=O)CN(c4ccccc4C)S(C)(=O)=O)cc3)sc2c1 | -7% | 20% | 1%
75 | CN1C(=O)C(O)(CC(=O)c2ccccn2)c2cc(Br)ccc21 (stereo not drawn) | -5% | -3% | -4%

# Molecules shown so far that contain an NH in an aromatic ring, in the order listed:
nr | mol | GCN5L2 inh | N370S GC | FEN1 inh
10 | Cn1nc(Cc2n[nH]c(=S)n2C)c2ccccc2c1=O | -3% | -8% | -6%
33 | C=CCn1c(OCc2ccccc2)n[nH]c1=S | -3% | 1% | -10%
53 | CCN(CCS(=O)(=O)c1ccc(Br)cc1)Cc1nc2ccccc2c(=O)[nH]1 | -4% | · | -15%
57 | Cc1[nH]nc(N=CC2=C(O)CC(C)(C)CC2=O)c1-c1ccc(Cl)cc1 | ? | 11% | -7%&-5%
60 | Cc1[nH]c(C)c(S(=O)(=O)N(C)Cc2ccccc2)c1C(=O)N1CCCCC1 | -2% | 4% | -3%
67 | CCOc1ccc(NC(=O)CCCCn2c(=O)[nH]c3ccsc3c2=O)cc1 | -2% | 17% | -17%

# Structures shown so far that have bromine, in the order listed:
nr | mol | GCN5L2 inh | N370S GC | FEN1 inh
31 | Cc1cc(N=Cc2c(O)ccc3cc(Br)ccc23)no1 | 1% | 6% | 2%
53 | CCN(CCS(=O)(=O)c1ccc(Br)cc1)Cc1nc2ccccc2c(=O)[nH]1 | -4% | · | -15%
56 | COc1ccc(/C=C2/C(=O)ON=C2C)cc1Br | -19% | -15% | -4%
73 | O=C(c1ccc(Br)s1)N1CCN(c2ccccn2)CC1 | ? | -6% | 17%
75 | CN1C(=O)C(O)(CC(=O)c2ccccn2)c2cc(Br)ccc21 (stereo not drawn) | -5% | -3% | -4%

# Carrying on.
nr | mol | GCN5L2 inh | N370S GC | FEN1 inh
76 | Cc1ccc(/C=N/NC(=O)c2cccs2)cc1[N+](=O)[O-] | -4% | 2% | -5%
77 | COc1ccccc1-c1nnc(SCC(=O)N2CCOCC2)o1 | 0% | 7% | -5%
78 | CC(C)(C)OC(=O)N1CCC[C@H]1C(=O)NCC1CCC(C(=O)O)CC1 (stereo partly drawn) | -4% | 2% | 10%
79 | Cc1sc2ncn(CC(=O)NCCCN3CC(C)CC(C)C3)c(=O)c2c1S(=O)(=O)N1CC(C)CC(C)C1 (stereo not drawn) | -10% | -4% | -12%
80 | CCN(CC)CCNC(=S)Nc1ccc2nc(N3CCCC3)cc(C)c2c1 | -14% | 5% | -10%
81 | CC(C)OC(=O)c1nn2c(C(F)(F)F)cc(-c3ccc(Br)o3)nc2c1Br | -6% | -1% | -15%
82 | CCCCCSc1nnc(C)c(=O)[nH]1 | ? | -9% | 6%
83 | CCOc1ccc(/C=C2\CCC(C3CCCC3)C2=O)cc1 (stereo not drawn) | 1% | -4% | 11%
84 | CCOc1ccc(S(=O)(=O)Nc2cccc(OC)c2)cc1 | -4% | 9% | -13%
85 | COc1ccccc1CNC(=S)NCCc1ccccc1 | 3% | 8% | -8%
86 | COCCNC(=O)Cn1cnc([N+](=O)[O-])n1 | -5% | 11% | -2%
87 | Cc1[nH]n2cnnc2c(=O)c1Br | ? | -1% | 16%
88 | Cc1cc(NC(=O)CSCC(=O)Nc2ccccc2Oc2ccccc2)no1 | 1% | -18% | -5%
89 | Cn1c(=O)[nH]c(=O)c2c1nc(NC1CCCCC1)n2Cc1ccccc1 | -5% | ? | 8%
90 | Nc1nonc1-n1nnc(C(=O)N/N=C/c2ccccc2F)c1-c1cccs1 | -4% | -7% | 5%
91 | CCOCCn1c(=O)c2c(nc3n2CC(C)CN3CCc2ccccc2)n(C)c1=O (stereo not drawn) | -2% | -20% | 15%
92 | COc1cc(-c2cc3n(C)c(C)c(CCC(=O)O)c(=O)n3n2)cc(OC)c1OC | -9% | · | -8%
93 | CSc1cccc(NC(=S)NC(=O)c2cccnc2)c1 | -4% | -8% | 26%
94 | CC1CCN(C(=O)COC(=O)CCC(=O)c2cccs2)CC1 | 3% | -8% | -1%

# Screening results: PubChem BioAssay, National Center for Advancing Translational Sciences (NCATS)

# Compounds as they come. About 0.54% of those tested had a hit in this group.
